# HCV NS3 hel inh = inhibitors of HCV NS3 helicase, primary screen, biochemical, Cy5 molecular beacon fluorescence | inhibition, % at 10.9 µM | 0.56% of 290,000 active | NS3 helicase DNA unwinding;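 active means inhibition above the mean of all tested compounds plus 3 SD, set per campaign, cut at about 35% in these data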;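 further: 0% = DMSO wells and 100% = thioflavine S control wells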
#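 Assay system: hepatitis C virus NS3 helicase domain fragment enzyme. Also added: annealed dual-labelled DNA beacon duplex, ATP-started. Timing: 1 h reaction at 25 °C, ATP-initiated. Technique: Cy5 fluorescence at 0 and 60 min, beacon hairpin quenching. Evaluation: % inhibition of unwinding. Replication: one well per compound.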
# MEKK2 mut-MEK5 = MEK5 binding signal on mutant MEKK2 PB1, primary screen, biochemical, multiplex bead flow cytometry, Alexa488-MEK5; Alexa488-MEK5 binding to MEKK2 mutant; percent response, % at 10 µM; 0.35% of 290,000 active; in the data active means percent response above about 24%, passing the limit was not always enough; further: inactives centre near 1; some results filed as inactive read as strong as hits; reference of the scale not given here
# SUMO HTRF inh = inhibitors of in vitro SUMOylation cascade, primary screen, biochemical, HTRF, uHTS | SUMO-conjugating enzyme UBC9 (Homo sapiens), P63279 | HTRF SUMOylation assay, SAE1/SAE2 + UBC9 | inhibition, % at 35 µM | 0.36% of 290,000 active; in the data active means inhibition above about 50%, passing the limit was not always enough; further: strong numbers were not always called active
# Target sequence (P63279 whole entry, looked up): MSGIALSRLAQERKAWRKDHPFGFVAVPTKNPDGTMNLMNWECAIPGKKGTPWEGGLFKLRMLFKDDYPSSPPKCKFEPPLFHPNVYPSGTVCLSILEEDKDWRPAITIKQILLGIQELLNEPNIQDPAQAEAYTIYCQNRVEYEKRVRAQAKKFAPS
# IMP-1 inh = IMP-1 metallo-beta-lactamase inhibitors, primary screen, biochemical, epi-absorbance readout, Pseudomonas aeruginosa enzyme. 0.45% of 290,000 active. inhibition, % at 5.6 µM. purified IMP-1, nitrocefin hydrolysis, epi-absorbance fluorescence. metallo-beta-lactamase IMP-1 (Pseudomonas aeruginosa);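 active means inhibition above the mean plus 3 SD of all compounds in the same screening run, cut at about 4.5% in these data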;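 further: 0% = IMP-1 with DMSO and 100% = DMSO wells lacking enzyme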
#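 System: purified IMP-1 / Input: IMP-1 dispensed at 0.2 nM / Medium: 50 mM HEPES pH 7.1, 50 µM ZnSO4, 0.05% Brij 35 / Timing: 15 min enzyme–compound preincubation, then 25 min nitrocefin reaction, 25 °C / Technique: plate fluorescence quenching by hydrolysis product, ex 480/em 530 nm / Repeats: singlicate testing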
# MEKK2 WT-MEK5 = modulators of MEK5 binding to wildtype MEKK2, primary screen, biochemical, multiplex bead flow cytometry, Alexa488-MEK5. Alexa488-MEK5 binding to MEKK2 WT; actives lie on both sides. binding response (% of control), % at 10 µM. 1.1% of 290,000 active; in the data active means binding response below about 67% or above about 130%
# M18AAP inhibitor = PfM18AAP inhibitors, malaria aminopeptidase, primary screen, biochemical, QFRET, recombinant enzyme; H-Glu-NHMec fluorogenic cleavage; M18 aspartyl aminopeptidase (Plasmodium falciparum 3D7); inhibition, % at 7.35 µM; 1.2% of 290,000 active;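 active means inhibition above the campaign mean inhibition over all tested compounds plus 3 SD, cut at about 28% in these data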;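 further: 0% = plate median of test compound wells and 100% = 2 mM ZnCl2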
# NALP1 inh = NALP1 inflammasome inhibitors in reconstituted yeast, colorimetric, S. cerevisiae, triplicate retest; S. cerevisiae NALP1/ASC/caspase-1 growth, X-gal OD620, 72 h; inhibition, % at 10 µM; 0.61% of 280,000 active; AID 2071, 2009; in the data active means inhibition mostly above about 24%, no sharp cut-off; inactive means mostly below about 32%; further: some compounds called inactive have numbers as strong as hits
# VIM-2 inhibitor = VIM-2 metallo-beta-lactamase inhibitors, primary screen, biochemical, epi-absorbance readout, Pseudomonas aeruginosa enzyme. purified VIM-2, nitrocefin hydrolysis, epi-absorbance fluorescence. inhibition, % at 5.6 µM. 0.89% of 290,000 active. AID 1527, 2009;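 active means inhibition above the mean of all tested compounds plus 3 SD, cutoff set per screening run, cut at about 7.5% in these data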;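 further: red hydrolysis product quenches plate fluorescence so inhibitors raise well fluorescence; 0% = enzyme with DMSO and 100% = DMSO without enzyme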
# DNA FID counter = compounds displacing fluorescent DNA intercalator, primary screen, artefact control for HCV NS3 helicase inhibitor project, biochemical, FID fluorescence | DNA fluorescent intercalator displacement | inhibition, % at 7.9 µM | 0.17% of 290,000 active; in the data active means inhibition above about 37%;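 further: 0% = vehicle and 100% = reference compound; higher means more ethidium bromide displaced from hairpin DNA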
# * marks the source's active call; other numbers are inactive results; . = no result given.
SMILES,HCV NS3 hel inh,MEKK2 mut-MEK5,SUMO HTRF inh,IMP-1 inh,MEKK2 WT-MEK5,M18AAP inhibitor,NALP1 inh,VIM-2 inhibitor,DNA FID counter
O=C1c2ccccc2NC(c2ccc(Cl)cc2Cl)N1Cc1ccccc1 (stereo not drawn),8,-7,16,-3.6,91,11,32,-6.7,-23
CCOC(=O)C1C(c2ccc([N+](=O)[O-])cc2)C2C(=O)NN=C2CC1(C)O (stereo not drawn),-1,-20,11,-1.2,96,-3,.,-2.5,-4
COC(=O)c1c(N)n(CCCN2CCOCC2)c2nc3ccccc3nc12,7,2,19,-1.0,99,7,4,5.2,17
N#Cc1ccc(C(c2nnnn2Cc2ccccc2)N2CCCC2)cc1 (stereo not drawn),-1,5,-9,-4.2,102,0,12,-1.8,-6
COc1ccc(CC(=O)NNC(=O)Cc2ccc(OC)cc2)cc1,-14,0,-1,1.8,102,-6,10,-1.5,-4
C=C(C)CN(CC)C(=O)c1ccc(OC2CCN(S(=O)(=O)N(C)C)CC2)cc1,-6,-9,4,-0.9,85,6,6,-0.4,-27
CCCOc1ccc(-c2nnn(CC(=O)c3ccc4c(c3)OCCO4)n2)cc1,-1,2,-28,-1.2,101,6,2,-2.8,-2
C=C(C)C(=O)N1CC2(CC(c3cccc(NC(=O)CCCCC)c3)=NO2)C[C@H]1C(N)=O (stereo partly drawn),.,2,-3,.,102,.,-2,.,.
CCC1=[N+](CC(=O)c2ccc(Br)cc2)CCn2c(C)ccc21,-8,15,9,-4.1,106,3,-2,-2.2,3
Cc1ccc(CNC(=O)C2CCCN(c3nc(C)cc(C)n3)C2)cc1 (stereo not drawn),4,0,9,-2.8,100,0,-7,-3.2,-1
COc1cccc(C(=O)Nc2ccc(NC(C)=O)cn2)c1,-4,1,-17,-1.1,102,-1,-7,0.8,6
O=C(c1ccco1)N1CCN(c2ccc(Cl)c(Cl)c2)CC1,-10,10,.,-3.7,106,14,.,1.9,-23
O=C1NCCN1CCNS(=O)(=O)c1ccc(F)c(Cl)c1,-10,-4,8,-0.6,101,-2,0,-2.4,-3
Cc1cnn(C(=O)c2cc(-c3ccccc3)nc3ccccc23)c1,1,1,-19,-2.4,96,-9,13,-2.3,-2
O=C(Nc1cccn(Cc2ccccc2)c1=O)NC1CCCCC1,25,-3,8,-0.2,95,-8,4,-3.1,-12

# No new results follow: an excerpt of the list.
SMILES,HCV NS3 hel inh,MEKK2 mut-MEK5,SUMO HTRF inh,IMP-1 inh,MEKK2 WT-MEK5,M18AAP inhibitor,NALP1 inh,VIM-2 inhibitor,DNA FID counter
Cc1cnn(C(=O)c2cc(-c3ccccc3)nc3ccccc23)c1,1,1,-19,-2.4,96,-9,13,-2.3,-2
O=C(Nc1cccn(Cc2ccccc2)c1=O)NC1CCCCC1,25,-3,8,-0.2,95,-8,4,-3.1,-12

# A different layout for some results above.
SMILES | HCV NS3 hel inh | MEKK2 mut-MEK5 | SUMO HTRF inh | IMP-1 inh | MEKK2 WT-MEK5 | M18AAP inhibitor | NALP1 inh | VIM-2 inhibitor | DNA FID counter
O=C1c2ccccc2NC(c2ccc(Cl)cc2Cl)N1Cc1ccccc1 (stereo not drawn) | 8 | -7 | 16 | -3.6 | 91 | 11 | 32 | -6.7 | -23
CCOC(=O)C1C(c2ccc([N+](=O)[O-])cc2)C2C(=O)NN=C2CC1(C)O (stereo not drawn) | -1 | -20 | 11 | -1.2 | 96 | -3 | . | -2.5 | -4
COC(=O)c1c(N)n(CCCN2CCOCC2)c2nc3ccccc3nc12 | 7 | 2 | 19 | -1.0 | 99 | 7 | 4 | 5.2 | 17
N#Cc1ccc(C(c2nnnn2Cc2ccccc2)N2CCCC2)cc1 (stereo not drawn) | -1 | 5 | -9 | -4.2 | 102 | 0 | 12 | -1.8 | -6
COc1ccc(CC(=O)NNC(=O)Cc2ccc(OC)cc2)cc1 | -14 | 0 | -1 | 1.8 | 102 | -6 | 10 | -1.5 | -4

# (listing goes on)
SMILES,HCV NS3 hel inh,MEKK2 mut-MEK5,SUMO HTRF inh,IMP-1 inh,MEKK2 WT-MEK5,M18AAP inhibitor,NALP1 inh,VIM-2 inhibitor,DNA FID counter
O=c1cc(-c2ccccc2)[nH]c2cc(F)ccc12,3,-5,9,0.4,91,-1,30,0.0,-1
COc1ccc(OC)c(-n2c(-c3cc(-c4ccccc4)n[nH]3)n[nH]c2=S)c1,34,-1,3,-1.8,95,7,7,-3.2,-42
Cc1ccc(C(=O)NCCc2ccccc2)cc1N1CCCC1=O,0,0,14,-1.1,97,-14,-2,0.9,-16
CCCCC(c1nnnn1CCOC)N1CCN(CC)CC1 (stereo not drawn),3,8,-7,-5.4,99,-9,6,-4.2,0
CCOc1ccc(-c2[nH]ncc2-c2ccc(Cl)cc2)c(O)c1,-11,2,-38,-1.6,98,0,-71,-4.0,-10
COc1ccc(NC(=O)/C=C/C(=O)O)c([N+](=O)[O-])c1,-8,3,21,-4.1,101,-1,10,-2.4,2
O=C(O)CSc1nnc(Cc2ccccc2)n1-c1ccccc1,9,2,0,-1.7,105,6,13,-1.5,-13
O=C(CNS(=O)(=O)c1cccc(Cl)c1)Nc1ccc(-c2nc3ccccc3s2)cc1,4,0,10,-2.3,104,-14,30,-2.2,-2
COCCn1c(SCC(=O)Nc2cccc(OC)c2)nnc1-c1ccccc1,-1,-7,-10,-8.4,86,4,30,-3.9,-22
Cc1ccccc1OCCNC(=O)CSc1ccc(C(F)(F)F)cc1[N+](=O)[O-],3,-1,9,-2.7,103,-1,12,-3.3,4

# Screens from PubChem BioAssay.
